Screening results (PubChem BioAssay)
GDH-TPI counter – GDH-TPI coupled enzyme inhibition counter-screen. GDH-TPI coupled enzyme counterscreen, NADH absorbance. inhibition, % at 4.8 µM. actives 1.2% (n = 360,000). AID 588335; in the data active = inhibition above about 30%;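 also: 0% = DMSO wells and 100% = wells lacking the enzyme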
BH1578 lux ind – induces V. cholerae light production without autoinducers. V. cholerae BH1578 lux reporter, luminescence, 6 h. activation, % at 18.7 µM. actives 0.16% (n = 350,000). AID 588436; in the data active = activation mostly above about 9.7%, no sharp cut-off; also: not every result past the cut was called active; inactives centre near 0; reference of the scale not given here
FadD28 binding – blocks FadD28 binding to the bisubstrate probe. actives 0.22% (n = 360,000). inhibition, % at 12.5 µM. fluorescence polarization. AID 588549; in the data active = inhibition above about 8.5%, passing the limit was not always enough
FBA Mtb inh – Mtb fructose-bisphosphate aldolase inhibition; purified M. tuberculosis FBA, fluorescence read-out; inhibition, % at 1 µM; actives 2.3% (n = 360,000); AID 588726; in the data active = inhibition above about 27%;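 also: 0% = vehicle and 100% = reference inhibitor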
PfHsp40 yeast – compounds rescuing yeast from Plasmodium falciparum HSP40 toxicity; growth rescue, % at 12.5 µM; actives 0.68% (n = 340,000); S. cerevisiae expressing PfHsp40, growth rescue, ATP luminescence; in the data active = growth rescue above about 28%, passing the limit was not always enough;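 also: yeast W303a lacking pdr1 and pdr3 grown in galactose medium; growth measured after three days at 30 °C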
Yp Topo-I inh – blocks Yersinia pestis topoisomerase I activity. Y. pestis Topo-I cleavage product accumulation, plate reader. activity, % at 10 µM. actives 0.064% (n = 360,000). AID 504884; in the data active = activity above about 50%, passing the limit was not always enough; also: inactives centre near 2
Mtb UGM inh – Mtb UDP-galactopyranose mutase inhibition; purified UGM, fluorescence polarization probe displacement; actives 0.06% (n = 320,000); inhibition, % at 10 µM; in the data active = inhibition above about 10%, passing the limit was not always enough
TcdB GH inh – TcdB glycohydrolase inhibition. TcdB glycohydrolase enzymatic assay, plate reader. actives 0.24% (n = 350,000). inhibition, % at 9.99 µM; in the data active = inhibition above about 10%
BioA inh – BioA (M. tuberculosis) enzyme inhibition; actives 0.096% (n = 360,000); inhibition, % at 9.99 µM; purified M. tuberculosis BioA enzyme, plate reader; in the data active = inhibition above about 40%
* = called active by the depositor; i = inactive; x = not tested or not shown; & = joins results of further samples. Outcome played no part in choosing rows; about 4.6% have a hit in one of these screens.

SMILES	GDH-TPI counter	BH1578 lux ind	FadD28 binding	FBA Mtb inh	PfHsp40 yeast	Yp Topo-I inh	Mtb UGM inh	TcdB GH inh	BioA inh
COc1ccc(OC)c(NC(=O)c2cccc(C)c2[N+](=O)[O-])c1	-0.4	-0.3	-2.1	-0.7	-0.3	-4.7	-3.4	1.0	x
CC(=O)c1ccc(N2CCN(CC(O)COCc3ccco3)CC2)cc1 (centres undefined)	20.1	-0.2	0.4	2.4	-0.7	-2.7	-1.7	0.8	x
CCc1nnc(NC(=O)CSc2nnc(Cc3ccccc3)n2Cc2ccccc2)s1	1.8	-0.2	-2.2	2.7	-0.5	-1.9	1.3	x	x
Fc1ccc(-c2ccc3c(c2)C2CC3CCN2Cc2ccc3c(c2)OCO3)cc1 (centres undefined)	-8.5	1.8	-0.7	6.2	0.6	2.8	x	1.4	-0.5
O=C(c1cccc(S(=O)(=O)N2CCCCC2)c1)N(CCc1ccccc1)Cc1ccccc1	-3.5	i	-1.8	-0.1	3.4	40.6	-1.5	3.0	-1.4
S=C(Nc1ccccc1)N(Cc1ccccc1)Cc1ccncc1	7.3	-0.3	-1.5	-0.2	0.6	-4.9	2.5	1.9	-0.1
COc1ccc(CN(C(=O)c2ccccc2Br)C2CCS(=O)(=O)C2)cc1 (centres undefined)	-0.5	-0.2	-2.7	0.7	0.2	-1.4	-1.1	0.9	1.9
O=C(Nc1ccc(Cl)cc1)[C@@H]1[C@@H]2C(=O)N(c3cccc(F)c3)C(=O)[C@@H]2[C@H]2C=CC=NN21	1.6	-0.3	-2.3	5.6	-1.2	-0.7	0.0	-0.5	x
COc1ccc(OC)c(-n2nnnc2SCC(=O)NCc2ccc3c(c2)OCO3)c1	7.1	i	-1.0	-0.7	0.0	17.8	-0.6	x	1.0
CC(C)(CNC(=O)c1ccc(NS(=O)(=O)c2ccc(F)cc2)cc1)N1CCOCC1	9.3	x	-2.1	-0.4	0.8	-2.6	-2.8	1.1	-1.3
OC(CN1CCN(c2cccc(Cl)c2)CC1)c1ccccc1 (centres undefined)	0.0	-0.1	-0.7	2.2	-1.1	17.0	0.5	0.7	2.3
C[C@@H]1CN([C@@H](C)CO)C(=O)c2cc(NS(C)(=O)=O)ccc2O[C@@H](C)CCCCO[C@H]1CN(C)Cc1ccc2c(c1)OCO2	7.1	1.1	-0.1	-3.6	x	8.0	x	0.3&-2.9	1.0&-4.2
CN(CC(=O)OCC(=O)NC(=O)c1cccn1C)S(=O)(=O)c1ccc(Cl)cc1	6.8	i	-2.9	192.7*	-0.5	-0.1	2.1	x	-1.0
CCc1c(C)nc2ncnn2c1Nc1ccccc1C	3.4	-0.2	0.1	-0.1	0.1	1.7	3.5	1.0	2.2
CCc1ccc(N2CCN(S(=O)(=O)CC34CCC(CC3=O)C4(C)C)CC2)cc1 (centres undefined)	2.5	0.2	0.0	4.5	0.5	3.5	-1.4	0.3	-1.5
COc1ccccc1C(=O)Nc1ccccc1SC(=O)c1ccccc1OC	-3.7	-0.6	-0.2	0.3	-0.2	0.1	1.0	-1.5	-2.3
COCCN(C(=O)c1ccco1)c1nnc(-c2ccc(OC)c(OC)c2)s1	20.4	1.0	0.9	1.9	-2.6	-1.6	1.6	x	0.0
COc1ccccc1N1CCN(S(=O)(=O)c2cn(C)nc2C)CC1	-12.3	-2.2	-1.2	2.9	8.5	-0.5	-1.6	2.7	0.4
CC1(C)Cc2c(cnn2-c2ccccc2)-c2c1c1ccccc1n2CC(O)CCl (centres undefined)	12.7	i	-1.1	26.6	3.5	31.9	-0.6	x	0.4
O=C1c2nccnc2C(=O)N1c1ccc(C(F)(F)F)cc1	-1.2	-0.4	-2.5	1.5	0.2	-8.2	0.3	1.5	x
Cc1ccc(N2C(=O)C3C(C2=O)N2C(c4cccs4)C4C(=O)N(c5ccc(C)cc5)C(=O)C4N2C3c2cccs2)cc1 (centres undefined)	1.6	i	-6.8	-2.3	0.4	12.0	0.0	x	-1.4
CC(O)[C@H]1CNC(=O)C(=O)N1CC1CCCCC1 (some centres undefined)	3.6	-1.2	-1.9	0.7	0.1	-0.8	-1.6	1.4	-0.9
CCOC(=O)C1=C(OCc2ccc(Cl)cc2)C2C=C(C)C=CC2N=C1 (centres undefined)	0.4	-1.1	-2.5	3.3	0.2	12.3	2.0	x	2.1
C[C@H](NC(=O)[C@@H]1Cc2ccccc2CN1)C(=O)Nc1ccc2c(c1)OCCO2	10.0	-1.6	-0.9	-1.8	-0.2	-5.3	0.9	2.0	x
CCn1c(N)c(C(=O)Nc2ccccc2C(=O)OC)sc1=S	6.8	i	0.9	6.9	4.6	-2.1	1.9	x	x
COc1ccc(OCC(O)CN(CC(O)COc2ccc(OC)cc2)c2cccc(O)c2)cc1 (centres undefined)	-12.1	-0.5	-2.8	-4.5	-0.1	3.0	-3.7	-3.7	1.6
Cc1c(NS(=O)(=O)c2ccc(NCC3CCCO3)c([N+](=O)[O-])c2)c(=O)n(-c2ccccc2)n1C (centres undefined)	11.7	0.0	-1.1	-2.1	0.0	-4.0	0.2	1.5	x
CCOc1ccc(N2C(=O)CC(N(C)Cc3ccccc3)C2=O)cc1 (centres undefined)	0.4	-0.3	0.1	0.3	5.6	0.3	0.4	0.4	x
O=C(O)CCC(=O)Nc1ccc(S(=O)(=O)c2ccc(NC(=O)CCC(=O)O)cc2)cc1	12.0	3.8	-0.6	4.6	1.9	3.5	2.7	0.2	-1.0
COc1ccc(Cl)cc1NC(=O)Nc1ccc(C(=O)N2CCOCC2)cc1	2.4	i	-3.6	-1.3	-0.4	6.2	0.1	2.7	3.6

Ordered by length of the SMILES (smallest number first): five of the compounds above.
SMILES	GDH-TPI counter	BH1578 lux ind	FadD28 binding	FBA Mtb inh	PfHsp40 yeast	Yp Topo-I inh	Mtb UGM inh	TcdB GH inh	BioA inh
CCn1c(N)c(C(=O)Nc2ccccc2C(=O)OC)sc1=S	6.8	i	0.9	6.9	4.6	-2.1	1.9	x	x
COc1ccc(Cl)cc1NC(=O)Nc1ccc(C(=O)N2CCOCC2)cc1	2.4	i	-3.6	-1.3	-0.4	6.2	0.1	2.7	3.6
O=C(O)CCC(=O)Nc1ccc(S(=O)(=O)c2ccc(NC(=O)CCC(=O)O)cc2)cc1	12.0	3.8	-0.6	4.6	1.9	3.5	2.7	0.2	-1.0
Cc1c(NS(=O)(=O)c2ccc(NCC3CCCO3)c([N+](=O)[O-])c2)c(=O)n(-c2ccccc2)n1C (centres undefined)	11.7	0.0	-1.1	-2.1	0.0	-4.0	0.2	1.5	x
Cc1ccc(N2C(=O)C3C(C2=O)N2C(c4cccs4)C4C(=O)N(c5ccc(C)cc5)C(=O)C4N2C3c2cccs2)cc1 (centres undefined)	1.6	i	-6.8	-2.3	0.4	12.0	0.0	x	-1.4

Some entries already given, limited to FBA Mtb inh.
mol	FBA Mtb inh
Cc1c(NS(=O)(=O)c2ccc(NCC3CCCO3)c([N+](=O)[O-])c2)c(=O)n(-c2ccccc2)n1C (centres undefined)	-2.1
COc1ccc(CN(C(=O)c2ccccc2Br)C2CCS(=O)(=O)C2)cc1 (centres undefined)	0.7

Remaining list, next part
SMILES	GDH-TPI counter	BH1578 lux ind	FadD28 binding	FBA Mtb inh	PfHsp40 yeast	Yp Topo-I inh	Mtb UGM inh	TcdB GH inh	BioA inh
Cc1cccc(OCC(=O)NCc2ccccc2)c1	-2.6	-8.3	1.2	0.7	-0.6	10.9	-1.0	-2.1	1.4
CCOc1ccc(OCC(=O)OCc2cc(=O)n3cc(Br)ccc3n2)cc1	-7.3	-7.6	0.0	3.6	0.2	2.5	0.5	1.0	0.4
CCN1C(c2ccccc2)=C(c2ccccc2)S/C1=C/C=C1\SC(=S)N(C)C1=O	5.2	i	-4.3	5.0	-1.8	-4.8	x	x	0.3
O=C(c1ccc(S(=O)(=O)N2CCCC2)cc1)N1CCC(CN2C(=O)c3cccc4cccc(c34)C2=O)CC1	3.8	i	0.3	9.2	-2.1	5.0	1.3	1.9	-4.3
Cc1ccc(S(=O)(=O)Nc2cnc3ccccc3c2)cc1	10.3	-0.4	0.1	11.6	1.5	-0.5	-1.0	-0.5	x
Cn1c(CCNC(=O)c2ccccc2F)nnc1SCC(=O)Nc1ccccc1F	-1.8	-0.1	-2.6	-0.9	-1.2	-4.0	2.4	0.9	-0.4
O=C(Nc1cccc(S(=O)(=O)N2CCCCC2)c1)C1CC(=O)N(c2ccc3c(c2)OCCO3)C1 (centres undefined)	8.2	-1.4	-1.0	4.2	1.3	21.7	1.6	1.2	0.8
c1ccc(Cn2c(NCc3ccncc3)nc3ccccc32)cc1	-10.9	-0.3	-4.0	0.2	-0.6	9.1	1.4	1.9	x
Cc1c(NC(=O)c2cccs2)c(=O)n(-c2ccccc2)n1C	23.2	-0.3	0.3	-1.8	0.7	4.5	2.2	0.1	-0.1
COc1cc(NC(=O)Cn2ccsc2=N)cc(OC)c1	-6.0	-2.4	-4.2	3.1	0.7	5.0	0.0	1.2	0.6
O=C(NC(=S)Nc1ccc(NC(=O)c2cccs2)cc1)c1cc2ccccc2o1	22.1	-0.4	0.0	3.0	-1.3	-4.3	0.4	x	x
COc1ccc(F)cc1C(=O)C1CCCN(Cc2cnc(C)s2)C1 (centres undefined)	0.0	x	-1.0	3.3	0.4	-9.2	6.0	1.0	x
Cc1ccc(OCCN2CCCCCC2)c(C)c1	7.0	i	-1.2	0.7	-1.0	10.8	3.2	x	-1.6
O=C(O)CCCNS(=O)(=O)c1ccc2c(c1)OCCCO2	-0.8	-1.3	-3.7	-0.3	0.1	-6.1	-0.3	x	-1.4
Cc1nn(-c2ccccc2)c(Cl)c1/C=C1/C(=N)N2N=C(C(C)C)SC2=NC1=O	15.0	-2.1	1.7	9.2	-0.1	-7.5	2.9	0.4	x
Cc1[nH]c2ccc(C(=O)NCCN3CCCCCC3)cc2c1C	8.7	i	-2.8	-0.1	1.5	-7.6	-4.1	1.1	-1.5
CN(C)c1ccc(C(=O)N2CCCC2)cc1	4.5	-0.3	0.4	0.8	-1.9	13.2	3.4	-0.1	x

Complete entries, looked up by structure. Screens in order: GDH-TPI counter | BH1578 lux ind | FadD28 binding | FBA Mtb inh | PfHsp40 yeast | Yp Topo-I inh | Mtb UGM inh | TcdB GH inh | BioA inh
CN(C)c1ccc(C(=O)N2CCCC2)cc1 in the list: 4.5 | -0.3 | 0.4 | 0.8 | -1.9 | 13.2 | 3.4 | -0.1 | x
O=C(O)CCCNS(=O)(=O)c1ccc2c(c1)OCCCO2 in the list: -0.8 | -1.3 | -3.7 | -0.3 | 0.1 | -6.1 | -0.3 | x | -1.4
O=C(NC(=S)Nc1ccc(NC(=O)c2cccs2)cc1)c1cc2ccccc2o1 in the list: 22.1 | -0.4 | 0.0 | 3.0 | -1.3 | -4.3 | 0.4 | x | x
